Screens as filed in PubChem.
OX1R antag-1: OX1R (human) antagonism. OX1R-expressing cells, FRET antagonist read-out. inhibition, % at 6.6 µM. O43613. AID 485270. actives 1.8% (n = 330,000); in the data active = inhibition mostly above about 38%, no sharp cut-off; inactive = mostly below about 40%;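 note: 0% = agonist challenge alone and 100% = reference antagonist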
Target sequence (O43613 whole entry, looked up): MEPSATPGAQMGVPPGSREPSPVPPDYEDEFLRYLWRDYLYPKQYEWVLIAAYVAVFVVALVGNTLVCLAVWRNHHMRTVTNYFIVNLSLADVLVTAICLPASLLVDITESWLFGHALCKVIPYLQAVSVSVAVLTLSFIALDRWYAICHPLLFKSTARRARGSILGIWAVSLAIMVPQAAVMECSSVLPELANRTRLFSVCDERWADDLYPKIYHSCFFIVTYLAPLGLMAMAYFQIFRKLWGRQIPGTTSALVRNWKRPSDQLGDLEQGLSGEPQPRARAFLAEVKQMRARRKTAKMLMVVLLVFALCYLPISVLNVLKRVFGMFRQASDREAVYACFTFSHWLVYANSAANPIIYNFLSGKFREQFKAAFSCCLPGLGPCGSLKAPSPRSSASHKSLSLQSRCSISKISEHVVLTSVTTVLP
OX1R antag-2: blocks the human orexin 1 receptor; O43613; CHO/OX1R cells, Fluo-8 calcium fluorescence, orexin A; inhibition, % at 5 µM; actives 0.43% (n = 330,000); AID 434989;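 active = inhibition above its plate's threshold, mean inhibition of all tested compounds on the plate plus 3 SD, cut at about 37% in these data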;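 note: 0% = orexin A challenge wells and 100% = SB-334867-A antagonist wells; not every result past the cut was called active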
STK33 kinase inh: blocks human STK33 kinase activity; Q9BYT3; purified STK33, MBP phosphorylation, ADP-Glo luminescence; inhibition, % at 10 µM; actives 0.073% (n = 320,000); AID 2661;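 active = inhibition at or above 25%, using the most active replicate where run in duplicate; inactive = inhibition below 25%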
Target sequence (Q9BYT3 whole entry, looked up): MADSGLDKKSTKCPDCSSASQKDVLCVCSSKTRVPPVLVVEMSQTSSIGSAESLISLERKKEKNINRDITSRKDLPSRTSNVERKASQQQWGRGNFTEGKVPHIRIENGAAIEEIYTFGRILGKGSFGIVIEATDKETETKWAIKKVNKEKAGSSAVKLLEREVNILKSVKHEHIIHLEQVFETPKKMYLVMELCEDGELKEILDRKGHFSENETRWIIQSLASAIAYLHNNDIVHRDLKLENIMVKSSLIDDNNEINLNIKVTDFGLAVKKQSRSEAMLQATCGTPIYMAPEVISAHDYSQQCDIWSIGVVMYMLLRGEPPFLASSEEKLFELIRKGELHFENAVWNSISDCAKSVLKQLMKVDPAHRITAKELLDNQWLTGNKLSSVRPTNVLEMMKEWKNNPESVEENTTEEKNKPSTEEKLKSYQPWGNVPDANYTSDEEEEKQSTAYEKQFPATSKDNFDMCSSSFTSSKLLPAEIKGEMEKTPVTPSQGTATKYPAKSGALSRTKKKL
Active calls of the source: *; / = no result given.

Value order: OX1R antag-2 | STK33 kinase inh | OX1R antag-1
- COc1ccc2[nH]c3c(c2c1)CCN1C(=O)C(CC(=O)NCCN2CCOCC2)C[C@H](C(=O)N(C(C)C)C(C)C)[C@@]31C (some centres not stated)
  -15 | / | 6
- CCCc1ccc(C#N)c(SC2CC(=O)N(c3ccc(OC)cc3)C2=O)n1 (configuration not stated)
  -35 | 0.5 | 37
- Cc1cc(N=Cc2c(O)ccc3ccccc23)no1
  -14 | -0.3 | -3
- O=C(NCCCN1CCOCC1)C(=O)NCc1ccccc1
  -12 | -1.9 | 7
- Cc1cc(Oc2ccc(C)c(Cl)c2)nc(SCC(=O)c2ccccc2)n1
  -22 | 0.0 | 24
- Cc1cc(=O)oc2cc(NC(=S)NCc3ccccn3)ccc12
  2 | 0.0 | 15
- COc1ccccc1/C=C(\C#N)C(=O)c1cccn1C
  4 | 1.5 | 5
- CCOCCc1nnc(N)s1
  -14 | -2.3 | 12
- CCC(C)NC(=O)C(Cc1ccccc1)NS(=O)(=O)c1cccc2nsnc12 (configuration not stated)
  2 | -0.5 | 153*
- COCCN(C(=O)COC(=O)C1CCC(C(C)(C)C)CC1)c1c(N)n(Cc2ccccc2)c(=O)[nH]c1=O (configuration not stated)
  -33 | -0.7 | 12
- COc1cc(C(=O)NCCN2C(=O)S/C(=C\c3cccs3)C2=O)cc(OC)c1OC
  -31 | 0.8 | 48
- O=C(CSc1nnnn1C1CCCCC1)NCc1cccc(C(=O)O)c1
  8 | 0.3 | 8
- COc1ccc(OC)c(NC(=O)C(C)SCc2nc3sc(C)c(C)c3c(=O)[nH]2)c1 (configuration not stated)
  23 | 0.0 | 54*
- COc1ccccc1Nc1cc(C(=O)NCCCN2CCOCC2)c2ccccc2n1
  -39 | 2.1 | 14
- O=C(NNC(=O)c1ccccc1OCc1ccc(F)cc1)c1ccncc1
  -32 | -1.3 | 20
- C/C=C/C(=O)N1CC2(CC(c3cccc(NC(=O)COc4ccc(Cl)cc4)c3)=NO2)C[C@@H]1C(N)=O (some centres not stated)
  -18 | -1.5 | 11
- CCOC(=O)C1=NN(c2ccc(Cl)cc2)C(=O)C1
  -11 | -2.0 | 10
- Nc1ccc2nc(-c3ccccc3)sc2c1
  -11 | 1.5 | 21
- C=CCn1c(SCc2ccc(C(=O)O)cc2)nc2sc(C)c(C)c2c1=O
  -13 | -1.2 | 15
- COc1ccccc1C(c1nnnn1Cc1ccccc1)N1CCN(C2CCCC2)CC1 (configuration not stated)
  -30 | -1.2 | 11
- Cc1cc2nc(SCCOC(=O)Nc3ccc(Cl)cc3)nc(C)c2cc1C
  -6 | -2.5 | 15
- COc1cc(C2/C(=C(\O)c3ccc4c(c3)CC(C)O4)C(=O)C(=O)N2CCCn2ccnc2)ccc1O (configuration not stated)
  -25 | 4.7 | 50
- Cc1ccc(/C=C2\SC(=S)N(CCCC(=O)NC3CCCC3)C2=O)cc1
  -20 | 1.4 | 9
- COc1cccc(NC(=O)C(OC(=O)c2cnc(C)cn2)c2ccccc2)c1 (configuration not stated)
  -17 | / | 4
- CCS(=O)(=O)N1CCN(S(=O)(=O)c2ccc3ccccc3c2)CC1
  -32 | -0.1 | 10
- COc1ccc2[nH]c3c(=O)n(CCCCC(=O)NCCN4CCCC4)c(=S)[nH]c3c2c1
  15 | 2.4 | 13
- CCC(C)[C@H](N)c1nnc(SCC(=O)Nc2cccc(Cl)c2)o1 (some centres not stated)
  -7 | -1.4 | 2
- CCN(C[C@H]1N[C@@](Cc2ccccc2)(C(=O)OC)[C@H]2C(=O)N(C)C(=O)[C@@H]12)C(=O)Nc1ccc(Cl)cc1
  -26 | -1.4 | 7
- O=C(COc1ccccc1Cl)NNC(=O)c1ccc2c(=O)n3c(nc2c1)CCC3
  -11 | -0.7 | -2
- Cc1ccc(S(=O)(=O)NC(=NCc2ccccc2)c2ccc(F)cc2)cc1
  -15 | 0.5 | 39
- Cc1ccc(S(=O)(=O)N(CC(=O)N/N=C/c2ccc(F)cc2)c2cccc3cccnc23)cc1
  -17 | 0.5 | 14
- COCCn1c(SC(C)C(=O)NC2CC2)nnc1-c1cccc(C)c1 (configuration not stated)
  -17 | / | 4
- COc1ccc(C(C)(C)C)cc1NC(=O)c1ccc2ncsc2c1
  -27 | -1.2 | 23
- Cn1nnnc1SCc1ccc([N+](=O)[O-])cc1
  -13 | -2.4 | 26
- Cc1ccc(NS(=O)(=O)c2ccc(C(=O)NCc3ccccn3)cc2)cc1
  21 | -1.2 | 2
- Cc1sc2ncnc(N3CCC(C(=O)N(CC(C)C)c4nc5ccccc5s4)CC3)c2c1C
  -34 | -0.8 | 20
- Cn1c(=O)oc2cc(S(=O)(=O)Nc3ccc4c(c3)OCCO4)ccc21
  1 | -0.4 | 8
- COc1ccccc1N1CCN(C(=O)c2c(-c3c(Cl)cccc3Cl)noc2C)CC1
  -21 | -1.2 | 14
- O=C(Nc1ccccc1C(=O)O)c1ccc(Br)c(S(=O)(=O)NCc2ccccc2)c1
  -9 | -1.3 | 21
- COc1ccccc1OCCCn1c(=O)oc2ccccc21
  -28 | 0.6 | 11
- COc1ccc(CCNC(=O)c2cc3c(=O)n4ccccc4nc3n(C3CCCCC3)c2=N)cc1OC
  -26 | 0.0 | 26
- CCOc1ccc2nc(NC(=O)CCn3cccc3)sc2c1
  -18 | -1.1 | 19
- c1ccc(Cn2c(-c3ccccc3)c[n+]3c2SCCC3)cc1
  -19 | -1.0 | -1
- Cc1c(C(=O)O)oc2c1/C(=N\O)CC(C)(C)C2
  4 | -0.2 | 22
- CCCc1ccc(OCCNC(C)=O)cc1
  -5 | 0.0 | 8
- CN(C(=O)c1ccc(S(=O)(=O)NC2CCCC2)cc1)C1CCCCC1
  -16 | -2.1 | 4
- CCC(C)(C)NC(=O)c1sccc1Oc1ccc(F)cc1[N+](=O)[O-]
  -24 | 0.3 | 40
- CC1=C(C(=O)N2CCOCC2)C(c2ccsc2)C2=C(CCCC2=O)N1 (configuration not stated)
  2 | -0.6 | 2
- COc1ccc(N/N=C(\C=N\O)C(=O)c2ccc(OC)cc2)cc1
  -19 | -0.6 | 59
- COc1cc(/C(C)=N/NC(=O)CSc2nncn2C)ccc1OCc1ccccc1Cl
  -29 | -0.7 | 26
- N#CC1(c2ccccc2)CCN(S(=O)(=O)c2ccc(OC(F)(F)F)cc2)CC1
  -29 | 1.4 | 2
- COc1ccc2[nH]c3c(c2c1)CCN1C(=O)C(CC(=O)NC(C)(C)C)C[C@H](C(=O)N(C(C)C)C(C)C)[C@@]31C (some centres not stated)
  -16 | / | 6
- O=S1(=O)CC=C(CSc2nc3ccccc3[nH]2)C1
  -5 | -5.4 | -2
- O=C(NCc1ccc2c(c1)OCO2)C1CCN(c2ccc(S(=O)(=O)N3CCCC3)cc2)CC1
  -3 | -0.2 | 7
- COc1ccc(NC(=O)CSc2nnc3c4c(nc(-c5ccccc5)n23)CC(C)(C)OC4)cc1
  -26 | -0.8 | 15
- C=CCn1c(SCc2csc(-c3ccc(C)cc3)n2)nnc1-c1ccccc1OC
  -6 | -0.6 | 52
- Cc1ccccc1CSc1nncn1N
  8 | -0.9 | 30
- Cc1onc(-c2ccccc2)c1C(=O)Nc1ccc(NC(=O)c2c(-c3ccccc3)noc2C)cc1
  -12 | -0.9 | 37
- COc1ccc(-c2oc3ccccc3c2C(=O)OCc2ccc(O)cc2)cc1
  -19 | -0.9 | 21
- CCC(C)Sc1nnc(NS(=O)(=O)Cc2ccccc2)s1 (configuration not stated)
  -16 | -2.1 | 7

Following part.
Value order: OX1R antag-2 | STK33 kinase inh | OX1R antag-1
- CCOC(=O)c1sc(=NC(=O)c2cccc(Br)c2)n(C)c1C
  -12 | -1.6 | 13
- COc1ccc(CNC(=O)c2ccc3ccccc3n2)cc1
  -7 | -0.5 | 14
- CC(=O)c1ccc(OCCOc2ccc(C#N)cc2)cc1
  8 | -1.3 | 12
- Cc1ccc(CNC(=O)NC2CCCCC2)cc1
  12 | -2.9 | 10
- CCOc1cccc(C=NNc2ccc(S(=O)(=O)Nc3ccccc3C(=O)O)cc2[N+](=O)[O-])c1O
  -15 | -2.2 | 8
- O=C(NCc1ccco1)/C(=C\c1cccs1)NC(=O)c1ccccc1
  3 | -0.5 | 19
- Cc1cc(OCCCCOc2ccc(C#N)cc2)ccc1[N+](=O)[O-]
  25 | -1.6 | 5
- Cc1onc(-c2ccccc2)c1C(=O)NCc1cccnc1
  -5 | -0.2 | 2
- CC(C)c1ccc(C(=O)NCCCc2ccccc2)cc1
  -19 | -0.3 | 12
- CCCCNC(=S)N(CCO)Cc1cc2cc3c(cc2[nH]c1=O)OCCO3
  -6 | -3.5 | 13
- O=C(NC(=S)NCCN1CCOCC1)c1ccc(Cl)cc1Cl
  -31 | -0.5 | 14
- O=C(CN1C(=O)NC2(CCCCC2)C1=O)Nc1ccc(N2CCOCC2)cc1
  3 | -0.7 | -1
- COCCNc1oc(/C=C/c2ccccc2OC)nc1S(=O)(=O)c1ccccc1
  -22 | -1.2 | 14
- COc1ccc2nc(N)sc2c1
  7 | -0.4 | 8
- O=C(NC1CCCC1)C(=O)c1c[nH]c2ccccc12
  -11 | 0.2 | 9
- Cc1cc(=O)oc2cc(OCC(=O)N3CCC(O)CC3)c(Cl)cc12
  -13 | 0.8 | 12
- NC[C@@H]1O[C@H](C23CC4CC(CC(C4)C2)C3)Cc2c1ccc(O)c2O
  12 | -0.9 | 13
- CN1N=C(c2ccc(F)c(F)c2)CSC1=NCc1ccccc1
  -23 | -0.1 | 14
- CCC(=O)Nc1c2c(nn1-c1ccc([N+](=O)[O-])cc1)CS(=O)(=O)C2
  -10 | -1.7 | 32
- CC(C)CC(NC(=O)OC(C)(C)C)c1cn([C@@H](Cc2ccc(O)cc2)C(=O)N2CCN(C(=O)OC(C)(C)C)CC2)nn1 (some centres not stated)
  -33 | -0.2 | 11
- COc1ccc(-c2cn(Cc3ccc(C(=O)NCc4ccc(C)cc4)cc3)c(C(C)N)n2)cc1 (configuration not stated)
  -3 | -0.8 | -39
- CC1CCC2(CC1)NC(=O)N(CC(=O)Nc1ccccc1-c1ccccc1)C2=O (configuration not stated)
  -40 | 0.3 | 12
- O=C(c1ccc(S(=O)(=O)Nc2cccc(C(F)(F)F)c2)cc1)N1CCN(c2ccccc2O)CC1
  -6 | / | 24
- O=C(Nc1cc(-c2nc3ncccc3o2)ccc1Cl)c1ccco1
  -20 | -0.4 | 15
- COc1ccc(/C=N/NC(=O)c2nc(Cl)c(Cl)c(N)c2Cl)cc1COc1ccc(F)cc1F
  -4 | -0.4 | 4
- CSc1ccc(/C=N/n2c(C)nnc2C)cc1
  4 | -0.4 | 29
- CCCc1nc(NC2CCCCC2)c(C#N)c2c1COC(C)(C)C2
  -15 | -1.5 | 5
- COc1cccc(S(=O)(=O)NC2CCN(C#N)C2)c1 (configuration not stated)
  -27 | -1.2 | 4
- COC(=O)c1cc(NS(=O)(=O)c2ccc(N3CCCCCC3)c([N+](=O)[O-])c2)cc(C(=O)OC)c1
  -27 | -1.4 | 4
- Cc1ccccc1-c1nnn(CC(=O)N(C)CC(=O)Nc2ccccc2C(F)(F)F)n1
  -17 | 0.0 | 26
- COc1cc(OC)cc(C(=O)Nc2ccccc2-c2nnn(CC(=O)Nc3cc(C)on3)n2)c1
  -20 | 0.3 | 15
- COc1cc(OC)cc(C(=O)NCC(=O)NC(C)CCc2ccccc2)c1 (configuration not stated)
  -28 | -4.8 | 14
- Fc1ccc(C(c2nnnn2C2CCCCC2)N2CCCC2)cc1 (configuration not stated)
  -16 | -0.3 | 32
- CN(C)Cc1c(O)ccc2c(=O)c(-c3ccccc3Cl)c(C(F)(F)F)oc12
  -10 | -0.9 | 5
- CCOc1ccccc1NC(=S)N1CCN(c2cccc(C)c2C)CC1
  -21 | -0.9 | 33
- COc1ccc(S(=O)(=O)NNC(=O)Cc2csc(C)n2)cc1[N+](=O)[O-]
  -10 | 0.7 | 22
- COc1ccc(NC(=O)c2cc(F)cc(F)c2)cc1S(=O)(=O)N1CCCCC1
  -30 | -0.3 | 13
- Cc1cc(F)ccc1S(=O)(=O)NCC(c1cccnc1)N1CCc2ccccc21 (configuration not stated)
  -22 | -1.7 | 8
- COc1ccc(-c2cc(-c3cc(F)ccc3O)[nH]n2)cc1OC
  -7 | 0.7 | 18
- CCCCN(C)CCNC(=S)Nc1ccc2nc(N3CCN(CC)CC3)cc(C)c2c1
  -15 | -0.2 | 8
- Cc1ccc(CSc2nnc3ccc(-c4ccncc4)nn23)cc1
  1 | -0.5 | 11
- CCOC(=O)c1c(-c2ccc(C)o2)csc1N
  -16 | 1.3 | 36
- CC(=O)OC(Cn1nc(C)cc1C)c1ccccc1 (configuration not stated)
  -16 | -1.1 | 26
- Cc1nnc(SCc2ccon2)n1-c1ccccc1
  3 | -0.3 | 20
- O=C(Nc1nnc(-c2ccccc2)s1)c1ccc(F)cc1
  -8 | -4.8 | 14

Not a hit list; about 2.2% have a hit in one of these screens.
